DNA Pol III inh – blocks replication by bacterial DNA polymerase III holoenzyme; reconstituted DNA polymerase III holoenzyme replication, biochemical; Potency, µM (series often up to 57.1 µM), without a hit: at the highest dose activity change, negative = inhibition; hit rate 0.25% among 71,000; AID 603; also: potency is read from the fitted curve at half-maximal effect; % is scaled to controls: 0 for no effect and ±100 for the full control effect
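Reconstituted *E. coli* holoenzyme (0.35 nM Pol III, 1 nM beta, 154 nM SSB, 2 nM primase) was preincubated with compound for 15 min at RT. Synthesis on 1.4 nM ssM13Gori ran 35 min, then was stopped with PicoGreen/EDTA and read as dsDNA fluorescence.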
BRCT inh red – disrupts BRCA1 BRCT binding to phosphoprotein, red fluorophore readout; BRCT-phosphopeptide binding, red fluorescence polarization; P38398; Potency, µM (doses to about 76.9 µM), for inactives: top-dose activity change, negative = inhibition, usual class: inhibitors; AID 892; hit rate 0.03% among 75,000; also: % is scaled to controls: 0 for no effect and ±100 for the full control effect
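Rhodamine-labelled pBACH1 10-mer (100 nM) bound to BRCT domain (100 nM) at pH 7.3; compounds incubated 12 min room temperature, polarization read. Free peptide defines full inhibition; unlabelled decapeptide titrated as control.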
ALOX15 inhib – blocks human 15-lipoxygenase activity; purified 15hLO-1, xylenol orange hydroperoxide absorbance; P16050; hit rate 1.4% among 74,000; Potency, µM (titrated, usually from 57.1 µM), for the others: at the top dose activity change, negative = inhibition, most hits filed as inhibitors; also: potency is read from the fitted curve at half-maximal effect; % is scaled to controls: 0 for no effect and ±100 for the full control effect; nearly all actives have a fitted effect of over 55% in size
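40 nM 15hLO-1 + cpd, 15 min RT; start w/ 50 uM AA (final), 6 min RT; stop/detect w/ 200 uM XO + 300 uM Fe(II) in 50 mM H2SO4, 30 min; A573/A405. Buffer 25 mM Hepes pH 7.5, 0.01% Triton X-100. No-enzyme wells as negative control.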
HBB splice mod – alters splicing of the hemoglobin beta chain; Potency, µM (doses to about 46.1 µM), for inactives: top-dose activation, usual class: activators; hit rate 0.06% among 65,000; HBB splicing reporter cell assay, activation; EGFP reporter with mutant IVS2-654 intron; response scale: normalised to 500 nM splice-correcting PNA; AID 925; also: potency is read from the fitted curve at half-maximal effect; 0% is about no effect
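HeLa cells stably expressing EGFP interrupted by mutant beta-globin intron 2 (IVS2-654), 500/well in 2% FCS. Treated with compound for 2 days at 37C. Splicing correction scored as total well GFP intensity (488 nm excitation, 500-520 nm emission); 500 nM antisense PNA served as control.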
USP2a inhib – inhibitors of human ubiquitin-specific protease USP2a | O75604 | USP2a enzymatic assay, qHTS inhibition | Potency, µM (titrated, usually from 38.3 µM), for inactives: at the top dose activity change, negative = inhibition, actives largely listed as inhibitors | hit rate 0.1% among 60,000;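 also: potency is read from the fitted curve at half-maximal effect; nearly all actives have a fitted effect of over 60% in size; plate controls were DMSO for no effect and NEM full inhibition control for full effect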
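Coupled readout: USP2-cleaved Ub-PLA2 (20nM final) turns over NBD C6-HPC (20uM final), Ex 460nm/Em 535nm after 2.5 h, time-zero read flagging artifacts. Enzyme (20nM final, pH 8.0 Tris) given 30 min RT with compound first; NEM defines full inhibition.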
UbGFP stabilizer – proteasome inhibitors stabilizing ubiquitin-GFP reporter | Ubiquitin-GFP reporter cells, proteasome inhibition, GFP fluorescence; response scale: untreated = 0%, 10 µM MG-132 = 100% | Potency, µM (series often up to 45.9 µM), without a hit: top-dose activation (GFP accumulation), actives largely listed as activators | 67,000 tested, under 10 active | AID 526; active = well fitted activation curve with a large enough effect, not every such curve was filed as active; inconclusive = small, poorly fitted or top-dose-only effect, or another doubt; inactive = no such curve, though single readings can be large or run the other way; also: potency is read from the fitted curve at half-maximal effect
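U2OS cells expressing ubiquitin(G76V)-GFP, seeded overnight in 0.5% FBS medium, then treated 4 hr at 37 C across 46 uM to 2.9 nM. GFP-positive cells counted by laser cytometry (488 ex/515 em); %activity scaled between basal and 10 uM MG-132.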
HADH2 inhib – inhibitors of human HADH2 dehydrogenase; Q99714; hit rate 3.4% among 73,000; AID 886; Potency, µM (titrated, usually from 57.1 µM), for inactives: top-dose activity change, negative = inhibition, hits mostly inhibitors; recombinant HADH2, NADH fluorescence, beta-hydroxybutyryl-CoA; also: potency is read from the fitted curve at half-maximal effect; % is scaled to controls: 0 for no effect and ±100 for the full control effect; nearly all actives have a fitted effect of over 60% in size; many of its hits are not listed in these tables
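Activity measured as NADH fluorescence gain (360/450 nm), taken as the change between first and last reads of a 4-min kinetic run. Conditions: pH 9.0 Tris buffer, 20 nM E. coli-expressed His-tagged enzyme, 1 mM NAD+, 90 uM beta-hydroxybutyryl-CoA; 15-min compound preincubation.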
Epigenetic mod – epigenetic modulators derepressing GFP locus in mouse cells. mouse C127i GFP locus derepression, cytometry, 30 h. hit rate 0.09% among 68,000. AID 597. Potency, µM (titrated, usually from 46.1 µM), for the others: at the highest dose GFP derepression (activation); also: % of control where 0% means no effect
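Murine C127i mammary cells carrying a silenced, stably integrated CMV-driven GFP reporter were treated with compound for 30 hours at 37 C. After PBS washes, GFP-positive cells were counted by laser-scanning microplate cytometry.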
CRE Fsk mod – alters forskolin-stimulated CRE reporter signaling in CHO cells; hit rate 2.5% among 71,000; CHO CRE-bla reporter (cAMP response element driving beta-lactamase), forskolin EC10, beta-lactamase ratio; Potency, µM (series often up to 38.2 µM), for the others: top-dose activity change, negative = inhibition, usual class: activators; active = well fitted activation curve with a large enough effect in the signal ratio, with a control signal flat, not every such curve was filed as active; inconclusive = small, poorly fitted or top-dose-only effect, or effect the other way, or a change in a side signal; the % refers to the signal ratio; also: potency is read from the fitted curve at half-maximal effect; % of control where 0% means no effect
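Modulation of forskolin-driven signalling is measured in CHO cells carrying a CRE-controlled beta-lactamase reporter. Cells are stimulated with EC10 NKH 477 in the presence of titrated compound for 3 h at 37 °C, then loaded with CCF4 for 2 h at room temperature.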
BRCT PPI green – inhibitors of human BRCA1 BRCT-phosphoprotein interaction (green fluorophore). hit rate 0.05% among 75,000. BRCA1 BRCT-phosphopeptide binding, green fluorescence polarization. Potency, µM (titrated, usually from 76.9 µM), inactives show top-dose activity change, negative = inhibition, usual class: inhibitors. AID 875;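 also: potency is read from the fitted curve at half-maximal effect; plate controls were peptide without protein for full effect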
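Compounds were incubated for 12 min at room temperature with a complex of 100 nM fluorescein-tagged pBACH1 decapeptide and 250 nM His-tagged BRCT protein. Buffer was phosphate pH 7.3 with EDTA, DTT and Tween 20. Disruption of binding lowers the polarization signal.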
Hsp90 Hop PPI – changes Hsp90-Hop TPR2A binding signal, up or down | hit rate 0.44% among 71,000 | AlphaScreen TPR2A-His6 binding biotin-Hsp90 C-terminal peptide | AID 595 | Potency, µM (highest dose often 57 µM), inactives show at the highest dose activity change, negative = inhibition; active = well fitted curve in either direction with a large enough effect; inconclusive = small, poorly fitted or top-dose-only effect, or another doubt; also: potency is read from the fitted curve at half-maximal effect; % is scaled to controls: 0 for no effect and ±100 for the full control effect; many of its hits are not listed in these tables
Starred values were filed as active, the others as inactive; ? = inconclusive; · = not tested or not shown; [ ] = remark or other dose. Unless noted, calls follow the shape of the dose curve; as a rule, active = well fitted curve in the direction sought with a large enough effect; inconclusive = small, poorly fitted or top-dose-only effect, or another doubt; inactive = no such curve, though single readings can be large; an effect the other way counts as inactive or inconclusive. These rows are one share of the data; the hit share may differ from the screen's.

SMILES	DNA Pol III inh	BRCT inh red	ALOX15 inhib	HBB splice mod	USP2a inhib	UbGFP stabilizer	HADH2 inhib	Epigenetic mod	CRE Fsk mod	BRCT PPI green	Hsp90 Hop PPI
O=C(NCC1CCCO1)C1CCC(=O)N1CCc1ccccc1 (configuration not stated)	-6%	-0.6%	-2%	0.3%	4%	-7%	2%	3%	-6%	-0.9%	8%
O=C(C1CCC(=O)N1Cc1ccccc1Cl)N1CCN(c2cccc(Cl)c2)CC1 (configuration not stated)	1%	-0.4%	6%	-0.8%	22%	7%	6%	4%	-8%	-2.2%	0%
CC(=O)c1ccc(Oc2ncnc3sccc23)c(CN2CCOCC2)c1	1%	-0.8%	-2%	-6.5%	-3%	0%	1%	1%	12%	1.3%	-3%
Cc1ccc(N(CC(=O)NCc2ccco2)S(=O)(=O)c2ccccc2)cc1	0%	-1.4%	-1%	1.8%	5%	-6%	?	8%	-8%	-1.3%	?
COc1ccc2c(c1)C(=O)N(c1ccccc1OC)C(=O)C2(C)C	-3%	-0.8%	?	-2.9%	-6%	-3%	-2%	-2%	3.2µM*	-1.5%	-1%
Cc1cc(NC(=O)NC2CCCN2S(=O)(=O)c2ccc(Cl)cc2)no1 (configuration not stated)	-3%	0.4%	2%	0.0%[57.5 µM]	10%	-7%	-3%	1%	-5%	1.0%	0%
CCCCn1c(NC(=O)c2ccccc2Cl)c(C#N)c2nc3ccccc3nc21	-3%	0.0%	-15%	25%[57.5 µM]	3%	-6%	?	-4%	?	2.2%	30%
O=C(CSc1n[nH]c(-c2ccc(S(=O)(=O)N3CCCCC3)cc2)n1)Nc1nccs1	0%	-0.4%	2%	-0.3%[57.5 µM]	20%	3%	25µM*	-3%	-3%	-2.9%	-1%
CCN(CCNC(=O)C1CCN(S(=O)(=O)c2cccc3nsnc23)CC1)c1ccccc1	-7%	-0.2%	1%	-0.7%	17%	-2%	-7%	0%	?	-3.6%	-11%
Cc1ccc(N(C)C)cc1	2%	0.3%	-3%	0.9%	·	·	-2%	·	0%	-3.6%	-16%
CCCCNC1C(CC)C(CCC)C(C#N)(C#N)C1(C#N)C#N (configuration not stated)	-4%	-0.1%	8%	0.4%[0.369 µM]	17%	6%	-2%	?	?	-0.2%	-11%
Cc1onc(-c2ccccc2Cl)c1C(=O)Nc1nnc(-c2ccc(F)cc2)s1	-2%	0.2%	-7%	-0.5%	·	1%	-17%	·	-15%	-0.6%	-2%
O=C(CCNc1ccc(Cl)c(C(F)(F)F)c1)c1ccco1	5%	1.2%	-18%	6.9%	-1%	-5%	3%	3%	-5%	2.1%	2%
C#CCSc1nsc(SCC#C)c1C#N	1%	0.0%	-7%	-4.4%	5%	-4%	?	-1%	?	-0.3%	3%
COc1ccc(C)cc1S(=O)(=O)N1CCC(C)CC1	-5%	-1.0%	-2%	·	1%	-1%	8%	1%	-2%	-1.0%	6%
O=C(NCc1ccccn1)[C@H]1C[C@@H]1[C@H](NP(=O)(c1ccccc1)c1ccccc1)c1ccccc1	5%	-0.3%	·	1.0%	·	·	-1%	·	-6%	-1.3%	-9%
CS(=O)(=O)c1ccc(-c2cc(Br)sc2-c2ccc(F)cc2)cc1	-4%	0.5%	-10%[25.6 µM]	·	·	0%	-5%	0%	?	1.7%	-1%
Cc1ccc(OCC(=O)Nc2ccc3c(c2)nc(CCN2CCOCC2)n3C)cc1	-5%	-0.2%	-13%	-0.7%	-3%	0%	1%	-2%	?	0.8%	-11%
COc1ccc2[nH]cc(CCNc3ncncc3-c3ccccc3C)c2c1	4%	-0.1%	-4%	0.6%	85%[activator]	6%	-27%	2%[9.22 µM]	?	1.3%	-23%
c1nc(N2CCOCC2)c2[nH]cnc2n1	-2%	-0.3%	5%	3.5%[0.369 µM]	5%	·	5%	0%	21%	0.4%	-4%

HADH2 inhib, what is marked active above
mol	DNA Pol III inh	BRCT inh red	ALOX15 inhib	USP2a inhib	HADH2 inhib	Epigenetic mod	CRE Fsk mod	BRCT PPI green	Hsp90 Hop PPI
O=C(CSc1n[nH]c(-c2ccc(S(=O)(=O)N3CCCCC3)cc2)n1)Nc1nccs1	0%	-0.4%	2%	20%	25µM*	-3%	-3%	-2.9%	-1%

Other results:
SMILES	DNA Pol III inh	BRCT inh red	ALOX15 inhib	HBB splice mod	USP2a inhib	UbGFP stabilizer	HADH2 inhib	Epigenetic mod	CRE Fsk mod	BRCT PPI green	Hsp90 Hop PPI
COc1cc2c(cc1OC)C(C(=O)Nc1ccccn1)C(c1cccnc1)N(C)C2=O (configuration not stated)	-6%	-2.4%	15%	-1.1%	-3%	8%	10%	8%	4%	-0.1%	?
O=C(O)c1ccc(-c2ccccc2C(F)(F)F)o1	-5%	-2.1%	4%	·	-10%	3%	9%	-1%	1%	-5.5%	0%
CCN1CCN(S(=O)(=O)c2ccc(Br)s2)CC1	-1%	-0.1%	4%	-1.5%	-3%	0%	1%	-3%	-7%	-1.4%	-4%
O=C(O)CCCSc1ccccc1	-4%[11.4 µM]	0.7%[15.4 µM]	9%[11.4 µM]	4.8%[9.22 µM]	·	3%[9.17 µM]	2%[11.4 µM]	5%[9.22 µM]	0%[7.6 µM]	-1.6%[15.4 µM]	1%[11 µM]
CC1(C(=O)NC2CCCCC2)CCC(=O)N1Cc1cccnc1 (configuration not stated)	2%	1.6%	3%	-1.6%	·	-9%	7%	·	6%	-1.4%	-3%[2.3 µM]
CCCCOCCCNC(=O)c1ccc2c(c1)OCO2	-10%[11.4 µM]	-1.4%	6%[11.4 µM]	-1.8%[0.0738 µM]	7%[7.66 µM]	13%[9.17 µM]	-3%[11.4 µM]	-2%	?	-1.9%	-6%[11 µM]
Cc1cc(N2C(=O)C3C4C=CC(C4)C3C2=O)ccc1Br (configuration not stated)	-2%	-0.1%	3%	0.4%[57.5 µM]	·	5%	3%	9%	2%	-1.6%	1%
O=C(NCc1ccco1)C(c1cccnc1)N(C(=O)Cn1nnc2ccccc21)c1ccc(F)cc1 (configuration not stated)	-2%	0.0%	4%	·	6%	2%	-2%	0%	-14%	-2.0%	-2%
Cc1nn(CC(=O)Nc2cccnc2N2CCOCC2)c(=O)c2ccccc12	-4%	-0.4%	-9%	0.2%	-3%	0%	-3%	-3%	2%	-6.1%	-1%
COCCN1Cc2cccc(C(=O)NCc3cccnc3)c2C1=O	0%	-1.7%	0%	2.1%	·	3%	6%	0%	5%	0.0%	0%
CCOC(=O)CNC(=O)c1cn(CC)c(=O)c2cc(OC)c(OC)cc12	1%	2.3%	3%	6.5%	6%	-5%	-3%	-1%	5µM*	-2.6%	-7%
CCOC(=O)COc1nc(OC)nc(N2CCOCC2)n1	-4%	0.5%	7%	0.5%	-2%	4%	-7%	-2%	-3%	0.0%	2%
Cc1nnc(SCC(=O)Nc2ccccc2N2CCOCC2)s1	3%	-0.2%	-4%	1.2%	5%	9%	0%	3%	3%	-0.4%	-5%
CN(N=O)C(=O)N[C@H]1C(O)OC(CO)[C@@H](O)[C@H]1O (some centres not stated)	-3%	-1.0%	5%[25.6 µM]	·	·	7%	2%	2%	?	-3.1%	0%
CC(C)CCn1nc(C(=O)OC(C)C(=O)NC(N)=O)c2ccccc2c1=O (configuration not stated)	2%	-0.4%	6%	-0.9%	5%	-7%	5%	1%	?	0.9%	6%

Ordered by the number under ALOX15 inhib (largest number first): 3 of the compounds above
canonical_smiles	ALOX15 inhib
c1nc(N2CCOCC2)c2[nH]cnc2n1	5%
O=C(NCc1ccco1)C(c1cccnc1)N(C(=O)Cn1nnc2ccccc21)c1ccc(F)cc1 (configuration not stated)	4%
C#CCSc1nsc(SCC#C)c1C#N	-7%
